CCT chaperon mod = changes cytosolic chaperonin activity; purified chaperonin ATPase assay, HTRF ADP detection, 30 min; activity change, % (no concentration beside the values), hits read low; 360,000 tested, 0.3% active; AID 651819; in the data active means activity change below about -30%; further: on the % scale 0 is the no-effect control and ±100 the full control effect
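TRiC at 40 or 20 nM final (batch-dependent) in 30 mM Tris pH 7.4, 100 mM KCl, 5 mM MgCl2, 1 mM DTT, with compound at single 76 uM and 10 uM ATP, 30 min at 37 deg C. ADP detected by HTRF Transcreener, 665/615 ratio.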
HepG2 tox = HepG2 cytotoxicity, counter-screen for TGF-b inhibitors | 410,000 tested, 0.76% active | HepG2 CAGA-GFP viability, ATP luminescence, 18 h | Potency, µM (series often up to 46.1 µM), for inactives: at the highest dose activity change, negative = cytotoxicity, usual class: cytotoxic; further: potency means the concentration at half of the fitted maximal effect; some results filed as inactive show a strong effect at the top dose
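HepG2 CAGA-GFP cells (1000/well, DMEM with 1% FBS) received compound, then TGF-beta at 500 pg/mL final, and were incubated 18 hours at 37 degrees C. Viability was read by CellTiter-Glo luminescence. Media-only wells were set as complete cell-killing and DMSO as no toxicity.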
A549 viability = kills or reduces viability of A549 cells in Nrf2 counter-screen; Potency, µM (doses to about 46 µM), for the others: top-dose activity change, negative = cytotoxicity, most hits filed as inhibitors; AID 504648; A549 ARE-Fluc cells, CellTiter-Fluor viability, 18-24 h; 390,000 tested, 0.16% active; further: potency means the concentration at half of the fitted maximal effect; on the % scale 0 is the no-effect control and ±100 the full control effect
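A549 ARE-Fluc cells in 5% FBS OPTI-MEM, 5000 cells/well, rested 2 h then exposed to compounds in concentration-response for 18-24 h at 37 °C. Viability by CellTiter-Fluor fluorescence (Ex 405/Em 525) after 30 min; luciferase luminescence (BugLite, 15 min, RT) read afterwards.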
Akt phos inh = blocks phosphorylation of Akt; 360,000 tested, 0.32% active; activity change, % for hits at 50 µM; AID 651550; Neuro2A IGF-stimulated pAkt S473 HTRF, 20 min; hits give low values; in the data active means activity change below about -80%; inconclusive means mostly about -51% to -80%; further: on the % scale 0 is the no-effect control and ±100 the full control effect
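Neuro2A cells in DMEM with 0.5% FBS, overnight at 37 deg C, given compound at single 50 µM final, then IGF (6 nM final) for 20 min at 37 deg C. Lysed; phospho-Akt Ser473 by HTRF after 24 h, 665/615 ratio.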
MmCpn inh = blocks the Methanococcus maripaludis chaperonin Mm-Cpn | purified Mm-Cpn ATPase, ADP Transcreener TR-FRET | Potency, µM (doses to about 76.9 µM), for inactives: at the top dose activity, negative = inhibition, actives largely listed as inhibitors | 330,000 tested, 0.031% active; further: potency means the concentration at half of the fitted maximal effect; on the % scale 0 is the no-effect control and ±100 the full control effect; nearly all actives have a fitted effect of over 80% in size
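Quantitative HTS used 25 nM Mm-CPN and 10 uM ATP in magnesium/KCl Tris buffer, pH 7.4, with 1 mM DTT. Hydrolysis ran 30 min at 37°C; ADP was read by HTRF.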
Nrf2 block = Nrf2 pathway inhibition | A549 ARE-Fluc reporter, luciferase luminescence, 18-24 h | Potency, µM (series often up to 46 µM), without a hit: at the top dose activity change, negative = inhibition, most hits filed as inhibitors | 360,000 tested, 2.1% active | AID 504444; further: potency means the concentration at half of the fitted maximal effect; on the % scale 0 is the no-effect control and ±100 the full control effect; nearly all actives have a fitted effect of over 60% in size
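A549 ARE_Fluc cells, 5000/well, 5% FBS OPTI-MEM; compounds in dose-response, 18-24 h at 37 °C/5% CO2; CellTiter-Fluor viability read (Ex 405/Em 525), then BugLite luciferase luminescence = Nrf2 activity.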
TGFb inhibitor = TGF-b pathway inhibition | HepG2 CAGA-GFP TGF-b/SMAD3 reporter, GFP fluorescence, 18 h; TGF-beta stimulated, 500 pg/mL final | Potency, µM (top dose mostly 46.1 µM), for the others: at the highest dose activity, negative = inhibition, most hits filed as inhibitors | 410,000 tested, 1.2% active | AID 588855; further: potency means the concentration at half of the fitted maximal effect; on the % scale 0 is the no-effect control and ±100 the full control effect; nearly all actives have a fitted effect of over 65% in size
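Inhibition was scored as loss of TGF-beta-induced (500 pg/mL final, 18 hours, 37 degrees C) GFP in HEPG2 cells carrying a CAGA-GFP reporter, in DMEM with 1% FBS. Well GFP was summed per cell; Activity was normalised to unstimulated and stimulated DMSO wells, then concentration-response fitting.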
Nrf2 ARE act = activates Nrf2 signaling | Potency, µM (top dose mostly 46.1 µM), without a hit: top-dose activation, hits mostly activators | 410,000 tested, 0.31% active | AID 624171 | AREc32 ARE-luciferase reporter (MCF7-derived line), luminescence, 24 h; further: potency means the concentration at half of the fitted maximal effect; % of control where 0% means no effect; nearly all actives have a fitted effect of over 65% in size
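Steps: seed AREc32_Fluc cells (1000/well, 5% FBS OPTI-MEM); incubate overnight at 37 deg C; add 23 nL compound; incubate 24 hr; add Steady-Glo; hold 30 min RT; read luminescence.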
Abeta yeast res = restores growth of yeast expressing A-beta42 peptide. yeast expressing A-beta42, growth rescue, OD600, 48 h; response scale: 0% DMSO, 100% iron-clioquinol control. 410,000 tested, 0.063% active. Potency, µM (titrated, usually from 46.1 µM), without a hit: top-dose growth rescue, usual class: activators. AID 1347071; further: potency means the concentration at half of the fitted maximal effect; nearly all actives have a fitted effect of over 55% in size
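Growth rescue measured by 600 nm absorbance after 48 h yeast culture at 30 C with compound. Values normalized between DMSO and an equimolar ferric chloride plus clioquinol control.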
The depositor's hits bear a star; i = inactive; ? = inconclusive; nt = not tested or not shown; & = joins results of further samples; [ ] = remark or other dose. Unless noted, the call rests on the fitted dose curve; in most records, active means well fitted curve in the direction sought with a large enough effect; inconclusive means small, poorly fitted or top-dose-only effect, or another doubt; inactive means no such curve, though single readings can be large; an effect the other way counts as inactive or inconclusive.

SMILES	CCT chaperon mod	HepG2 tox	A549 viability	Akt phos inh	MmCpn inh	Nrf2 block	TGFb inhibitor	Nrf2 ARE act	Abeta yeast res
Cc1ccc(CNC(=O)CN(C(=O)N2CCN(C)CC2)S(=O)(=O)c2ccc(C)cc2)cc1	-1.1	1%	-10%	i	1%	8%	-12%	-0.9%	7%
Nc1nc(SCC(=O)c2cc(F)ccc2F)n[nH]1	0.3	-12%	-1%	i	1%	1%	-4%	-0.8%	-4%
CCCC(=O)OC(C(=O)Nc1cc(C(F)(F)F)ccc1Cl)c1ccccc1 (stereo not given)	-0.9	-8%	11%	i	3%	-14%	-2%	0.6%	2%
CCOC(=O)c1sc2nc(C3CC3)cc(-c3ccc(OC)cc3)c2c1N	-0.1	10%	5%	i	-1%	3%	10%	-0.6%	11%
O=C(CSc1ccccc1C(=O)NCc1ccccc1)NC12CC3CC(CC(C3)C1)C2	1.9	-7%	-12%	i	1%	?	?	-0.7%	0%
CCn1c(SCC(N)=O)nnc1-c1ccco1	-1.8	-4%	2%	i	0%	12%	18%	0.1%	4%
COC(=O)c1cccc(N2C(=O)C(Cl)=C(N3CCOCC3)C2=O)c1	-2.5	-14%	-9%	i	-2%	4%	-3%	?	-3%
Cc1cc(C(=O)Nn2cnnc2)cs1	-2.1	11%	2%	i	nt	0%	4%	0.1%	-12%
COc1ccc(C(=O)Nc2cccc(-c3ccc(N4CCOCC4)nn3)c2)cc1	-2.4	-28%	-14%	i	1%	9%	-18%	0.6%	14%
CCOC(=O)c1ccc(NC(=O)CC2C(=O)N(c3ccc(F)cc3)C(=O)N2CCC(C)C)cc1 (stereo not given)	2.0	-26%	?	i	1%	?	-24%	3.6%	-6%
O=C(CN1C(=O)NC2(CCOc3ccccc32)C1=O)NCc1ccc(F)cc1 (stereo not given)	2.4	-9%	11%	i	1%	15%	-2%	0.0%	-5%
COc1ccc(S(=O)(=O)N2CCC(C)CC2)cc1N(C)S(=O)(=O)c1ccccc1	-0.3	6%	1%	i	0%	-10%	?	-0.4%	-14%
C=CCn1c(SCc2ccc3c(c2)OCO3)nc2scc(-c3ccco3)c2c1=O	-0.8	2%	-3%	i	-1%	-16%	0%	0.0%	?
CCOc1ccc(/C=C/c2nc(C#N)c(Nc3ccc(OCC)cc3)o2)cc1	nt	-5%	-11%	nt	nt	25%	2%	5.3%	2%
CC(C)Cc1cc(C(=O)Nc2cccc(O)c2)no1	0.8	-48%	-15%	i	-6%	?	?	-0.3%	15%
Cc1ccccc1N(CC(=O)NCCSCc1ccco1)S(C)(=O)=O	1.5	-3%	3%	i	1%	18%	0%	0.1%	14%
Cn1c(SCC(=O)Nc2ccccc2)nnc1-c1ccc(NC(=O)CCc2ccccc2)cc1	0.2	-25%&7%	-10%	i	1%	1%	-2%&2%	-0.4%	-2%
CC(C)(C)c1ccc(C(=O)N2CCN(C(=O)C3CCCCC3)CC2)cc1	-0.3	-2%	-6%	i	-5%	-26%	0%	0.1%	23%
COc1ccc(NC(=O)C(c2ccc(C)cc2)N(C)C(=O)/C=C\c2ccc3c(c2)OCO3)cc1 (stereo not given)	nt	-95%	0%	nt	nt	6%[9.27 µM]	0%	0.7%	-10%
NC(=O)CSc1cn(Cc2ccccc2)c2ccccc12	0.9	2%	-1%	i	1%	?	-6%	-0.1%	-2%

Part of the list above, with each value named:
> COc1ccc(NC(=O)C(c2ccc(C)cc2)N(C)C(=O)/C=C\c2ccc3c(c2)OCO3)cc1 (stereo not given)
  CCT chaperon mod: nt | HepG2 tox: -95% | A549 viability: 0% | Akt phos inh: nt | MmCpn inh: nt | Nrf2 block: 6%[9.27 µM] | TGFb inhibitor: 0% | Nrf2 ARE act: 0.7% | Abeta yeast res: -10%

> NC(=O)CSc1cn(Cc2ccccc2)c2ccccc12
  CCT chaperon mod: 0.9 | HepG2 tox: 2% | A549 viability: -1% | Akt phos inh: i | MmCpn inh: 1% | Nrf2 block: ? | TGFb inhibitor: -6% | Nrf2 ARE act: -0.1% | Abeta yeast res: -2%

> C=CCn1c(SCc2ccc3c(c2)OCO3)nc2scc(-c3ccco3)c2c1=O
  CCT chaperon mod: -0.8 | HepG2 tox: 2% | A549 viability: -3% | Akt phos inh: i | MmCpn inh: -1% | Nrf2 block: -16% | TGFb inhibitor: 0% | Nrf2 ARE act: 0.0% | Abeta yeast res: ?

> Cc1ccc(CNC(=O)CN(C(=O)N2CCN(C)CC2)S(=O)(=O)c2ccc(C)cc2)cc1
  CCT chaperon mod: -1.1 | HepG2 tox: 1% | A549 viability: -10% | Akt phos inh: i | MmCpn inh: 1% | Nrf2 block: 8% | TGFb inhibitor: -12% | Nrf2 ARE act: -0.9% | Abeta yeast res: 7%

Next results follow:
SMILES	CCT chaperon mod	HepG2 tox	A549 viability	Akt phos inh	MmCpn inh	Nrf2 block	TGFb inhibitor	Nrf2 ARE act	Abeta yeast res
O=C(COc1ccc(Cl)cc1)NCc1nnc2c3ccccc3c(-c3ccccc3)nn12	1.2	-17%	11%	i	-11%	1%	-15%	15%	7%
CC(C)CC(NC(=O)C1CCC(C)CC1)C(=O)Nc1ccc2c(c1)OCCO2 (stereo not given)	-1.3	-12%	6%	i	1%	?	2%	1.9%	-5%
O=C(Nc1ccccc1)c1c(F)c(F)c(F)c(F)c1F	2.3	-1%	-1%	i	3%	7%	-1%	16%	35%
COc1ccc(-c2nnc(SC(C)C#N)o2)cc1 (stereo not given)	1.4	2%	-2%	i	-2%	?	-3%	4.9%	1%
COc1cc(N2CCCC2)c(OC)cc1/C=C(/C#N)c1cccc(F)c1	0.5	-12%	0%	i	0%	2%	38%[activator]	0.2%	3%
CC1CN(CCOc2ccc(Cl)c(Cl)c2)CC(C)O1 (stereo not given)	-5.0	-18%	9%	i	-1%	6%	1%	-0.6%	-1%
COc1ccc(OC(C)C(=O)Nc2ccccc2C(F)(F)F)cc1 (stereo not given)	-3.2	-24%	-1%	i	1%	-13%	?	0.5%	26%
CCCc1nc(SCc2cccnc2)c2c(=O)n(C)c(=O)n(C)c2n1	0.0	-18%	-1%	i	1%	-16%	-25%	3.1%	-16%
COC(=O)Cc1c(O)ccn(CCc2ccc(S(N)(=O)=O)cc2)c1=O	-0.7	-7%	10%	i	-3%	3%	6%	2.0%	3%
Cc1oc2c(c1C(=O)N1CCC(C)CC1)C(=O)c1ccccc1C2=O	-0.2	5µM*	?	i	-3%	26µM*	4µM*	-4.4%	-70%[inhibitor]
COc1ccc2nc(NC(=O)CSc3nnnn3C3CCCCC3)sc2c1	1.1	-10%	-3%	i	nt	?	-20%	0.5%	8%
CC(C)(Oc1ccc(Cl)cc1)C(=O)Nc1ccncc1	0.3	-3%	-13%	i	2%	?	6%	2.6%	2%
CCCCn1nc(C(=O)N(CC(C)C)c2c(N)n(CCCC)c(=O)[nH]c2=O)c2ccccc2c1=O	-3.3	-7%	-5%	i	-4%	2%	-12%	0.2%	9%
COc1cccc(Nc2ccccc2C(=O)O)c1	-0.8	7%	1%	i	-2%	?	-7%	0.6%	-16%
COCCNc1nc(N2CCCCC2)c2cnn(C)c2n1	-3.4	-1%	-6%	i	-1%	-4%	2%	-0.6%	nt
O=C1CC2(CCN(C(=O)COc3ccccc3F)CC2)Oc2ccccc21	-3.3	-6%	0%	i	0%	26%	-7%	-0.1%	24%
CCc1ccc(C(=O)c2cn(CC(=O)Nc3cccc(OC)c3)c3ccc(OC)cc3c2=O)cc1	nt	-30%	-8%	nt	-20%	-21%	?	-0.4%	-1%
CC(=O)Nc1ccc(S(=O)(=O)NCCS(=O)(=O)N2CCN(c3ccccc3F)CC2)cc1	0.9	-20%&-32%	1%&-1%	i	1%	-12%	-19%&0%	-0.3%&-0.8%	4%&-3%
N#Cc1c(-c2ccccc2)cc(-c2ccccc2)nc1Br	3.3	23%	5%	i	-4%	13%	0%	0.3%	2%
CCOc1ccc(CC(=NCCO)C2=C(O)CC(C)(C)CC2=O)cc1OCC	0.9	9%	9%	i	0%	7%	2%	-0.1%	-5%
CCC(C)(C)C1CCc2[nH]nc(C(=O)NCCNC(=O)OC(C)(C)C)c2C1 (stereo not given)	-1.3	-11%	0%	i	-1%	?	?	-1.1%	-9%
CCOc1ncccc1C(=O)NCc1ccc(OC)c(OC)c1	-0.6	-8%	6%	i	-5%	-21%	3%	2.3%	-16%
CN(/N=C/c1cccc(Br)c1)C1=NS(=O)(=O)c2ccccc21	1.6	0%	-4%	i	-1%	-10%	4%	-0.7%	2%
COC(=O)c1ccc(C(C(=O)NCc2ccccc2)N(Cc2ccco2)C(=O)c2cnccn2)cc1 (stereo not given)	1.4	10%	4%	i	1%	19%	5%	0.3%	14%
COc1cccc(N2CCN(C(=O)c3ccc4nc(N5CCCCC5)sc4c3)CC2)c1	-3.5	-36%	14%	i	-2%	?	-7%	-0.4%	6%
Cc1ccc(OCc2nc3ccccc3n2Cc2ccccc2Cl)cc1	nt	-47%	2%	nt	nt	-6%	?	8.3%	11%
Cc1ccc(CN2CCc3nc(N4CCN(c5ccccc5F)CC4)ncc3C2)s1	nt	-11%	12%	nt	nt	nt	?	0.5%	-29%
CC1(C)CC(=O)c2cnc(NC(=O)CCc3ccccc3)nc2C1	-0.8	-41%	3%	i	1%	5%	-1%	0.1%	-17%
CCCn1c(CCC(=O)Nc2cccc(C)c2C)nc2cccnc21	nt	8%	6%	nt	nt	2%	4%	-0.3%	-19%

Screening results deposited in PubChem BioAssay by National Center for Advancing Translational Sciences (NCATS).
